# Bioassay records as filed in PubChem BioAssay.
# Akt phos inh = blocks phosphorylation of Akt | Neuro2A IGF-stimulated pAkt S473 HTRF, 20 min; active compounds read low | activity change, % for hits at 50 µM | 360,000 tested, 0.32% active | AID 651550; in the data active means activity change below about -80%; inconclusive means mostly about -51% to -80%; further: on the % scale 0 is the no-effect control and ±100 the full control effect
#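 Single-point screen (50 µM final compound) in Neuro2A cells stimulated 20 min with 6 nM IGF at 37 deg C. After lysis, Ser473-phosphorylated Akt read by HTRF (ex 330 nm, em 615/665 nm) as the 665/615 ratio.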
# Nrf2 inh = blocks Nrf2 signaling; AID 504444; A549 ARE-Fluc reporter, luciferase luminescence, 18-24 h; 360,000 tested, 2.1% active; Potency, µM (top dose mostly 46 µM), for inactives: at the highest dose activity change, negative = inhibition, usual class: inhibitors; further: potency means the concentration at half of the fitted maximal effect; on the % scale 0 is the no-effect control and ±100 the full control effect; nearly all actives have a fitted effect of over 60% in size
#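 In this cell-based qHTS, ARE-driven firefly luciferase in A549 cells reports Nrf2 activity; the luminescent signal after BugLite lysis is the measured value, with a prior CellTiter-Fluor read for cell health.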
# MmCpn inh = inhibitors of Methanococcus maripaludis chaperonin (MmCpn). purified Mm-Cpn ATPase, ADP Transcreener TR-FRET. Potency, µM (series often up to 76.9 µM), for the others: at the highest dose activity, negative = inhibition, most hits filed as inhibitors. 330,000 tested, 0.031% active. AID 504842; further: potency means the concentration at half of the fitted maximal effect; on the % scale 0 is the no-effect control and ±100 the full control effect; nearly all actives have a fitted effect of over 80% in size
#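 Eu-cryptate anti-ADP/ADP-d2 competition gives a ratio inversely related to ADP. Enzyme at 25 nM was pre-exposed to compound for 10 min, then given 10 uM ATP for 30 min, 37°C throughout.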
# A549 tox = kills or reduces viability of A549 cells in Nrf2 counter-screen | A549 ARE-Fluc cells, CellTiter-Fluor viability, 18-24 h | Potency, µM (highest dose often 46 µM), for inactives: at the highest dose activity change, negative = cytotoxicity, most hits filed as inhibitors | 390,000 tested, 0.16% active | AID 504648; further: potency means the concentration at half of the fitted maximal effect; on the % scale 0 is the no-effect control and ±100 the full control effect
#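 A549 ARE-Fluc cells in 5% FBS OPTI-MEM, 5000 cells/well, rested 2 h then exposed to compounds in concentration-response for 18-24 h at 37 °C. Viability by CellTiter-Fluor fluorescence (Ex 405/Em 525) after 30 min; luciferase luminescence (BugLite, 15 min, RT) read afterwards.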
# EPAC2 antag = antagonists of human EPAC2; Q8WZA2; EPAC2 GEF exchange of Rap1B-BODIPY-GDP, fluorescence; Potency, µM (doses to about 114 µM), inactives show at the top dose activity, negative = inhibition, hits mostly inhibitors; 360,000 tested, 0.18% active; AID 720708; further: potency means the concentration at half of the fitted maximal effect; on the % scale 0 is the no-effect control and ±100 the full control effect; nearly all actives have a fitted effect of over 45% in size; many of its hits are not listed in these tables
# Target sequence (Q8WZA2 whole entry, looked up): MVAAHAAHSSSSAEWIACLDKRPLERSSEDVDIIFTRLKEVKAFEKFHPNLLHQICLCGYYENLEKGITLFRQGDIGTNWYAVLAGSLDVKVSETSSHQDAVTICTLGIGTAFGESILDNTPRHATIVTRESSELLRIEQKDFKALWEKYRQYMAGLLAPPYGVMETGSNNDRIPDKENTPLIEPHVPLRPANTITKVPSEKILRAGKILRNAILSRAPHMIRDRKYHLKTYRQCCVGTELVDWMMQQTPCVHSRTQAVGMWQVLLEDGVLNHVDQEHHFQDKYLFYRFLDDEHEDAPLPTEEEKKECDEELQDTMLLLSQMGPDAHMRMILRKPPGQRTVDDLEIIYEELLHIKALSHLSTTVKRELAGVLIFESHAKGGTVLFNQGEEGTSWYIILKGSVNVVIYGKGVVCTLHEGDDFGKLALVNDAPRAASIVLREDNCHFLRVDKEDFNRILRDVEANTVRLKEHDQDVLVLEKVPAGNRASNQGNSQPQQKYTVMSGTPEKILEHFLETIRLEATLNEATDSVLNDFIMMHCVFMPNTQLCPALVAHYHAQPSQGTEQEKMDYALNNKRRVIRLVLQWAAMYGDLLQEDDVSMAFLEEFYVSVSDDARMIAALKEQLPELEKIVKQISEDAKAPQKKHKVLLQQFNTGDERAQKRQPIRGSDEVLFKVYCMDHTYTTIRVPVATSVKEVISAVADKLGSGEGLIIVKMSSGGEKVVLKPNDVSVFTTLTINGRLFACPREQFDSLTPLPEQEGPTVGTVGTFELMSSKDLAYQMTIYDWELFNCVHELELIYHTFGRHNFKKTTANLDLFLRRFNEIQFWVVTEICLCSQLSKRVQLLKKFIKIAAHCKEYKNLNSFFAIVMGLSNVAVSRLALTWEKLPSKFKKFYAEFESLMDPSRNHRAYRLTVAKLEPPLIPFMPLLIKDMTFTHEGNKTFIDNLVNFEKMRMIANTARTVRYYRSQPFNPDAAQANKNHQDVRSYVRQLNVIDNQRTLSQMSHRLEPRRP
# CCT chaperon mod = modulators of cytosolic chaperonin (CCT/TRiC) activity; purified chaperonin ATPase assay, HTRF ADP detection, 30 min; activity change, % (test concentration not listed), hits read low; 360,000 tested, 0.3% active; in the data active means activity change below about -30%; further: on the % scale 0 is the no-effect control and ±100 the full control effect
#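 First, chaperonin was dispensed at 40 nM or 20 nM final depending on batch activity. Next, compounds were pinned at 76 uM and ATP added at 10 uM. After 30 min at 37 °C, ADP detection reagents ran 30 min at ambient temperature.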
# EPAC2 ag = activates human EPAC2 exchange factor; 360,000 tested, 0.079% active; EPAC2 activation, biochemical qHTS; response scale: 100% = 6.5 mM cAMP response; Q8WZA2; Potency, µM (highest dose often 154 µM), inactives show at the top dose activation, actives largely listed as activators; further: potency means the concentration at half of the fitted maximal effect; nearly all actives have a fitted effect of over 50% in size
#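 Guanine nucleotide exchange by EPAC2 is measured as reduced fluorescence of BODIPY-GDP once it is released from 250 nM Rap1B. Plates are read kinetically for 30 min at room temperature; results are scaled to 6.5 mM cAMP.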
# Nrf2 activator = Nrf2 pathway activation | Potency, µM (doses to about 46.1 µM), inactives show top-dose activation, most hits filed as activators | 410,000 tested, 0.31% active | AREc32 ARE-luciferase reporter (MCF7-derived line), luminescence, 24 h; further: potency means the concentration at half of the fitted maximal effect; % of control where 0% means no effect; nearly all actives have a fitted effect of over 65% in size
#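 ARE-driven firefly luciferase activity in AREc32 cells measured after a 24 hr compound exposure at 37 deg C, using Steady-Glo reagent and a 30 min room-temperature hold.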
# TGFb SMAD3 inh = blocks TGF-b signaling; HepG2 CAGA-GFP TGF-b/SMAD3 reporter, GFP fluorescence, 18 h; TGF-beta stimulated, 500 pg/mL final; Potency, µM (top dose mostly 46.1 µM), without a hit: at the highest dose activity, negative = inhibition, hits mostly inhibitors; 410,000 tested, 1.2% active; AID 588855; further: potency means the concentration at half of the fitted maximal effect; on the % scale 0 is the no-effect control and ±100 the full control effect; nearly all actives have a fitted effect of over 65% in size
#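 HEPG2 CAGA-GFP reporter cells (1000/well, DMEM with 1% FBS) received compounds, then recombinant TGF-beta at 500 pg/mL final for 18 hours at 37 degrees C. Per-cell GFP summed per well was normalised to unstimulated and stimulated DMSO controls before curve fitting.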
# An asterisk follows results filed as active; i = inactive; ? = inconclusive; nt = not tested or not shown; [ ] = dose if it differs, or a comment. Unless noted, the call rests on the fitted dose curve; in most records, active means well fitted curve in the direction sought with a large enough effect; inconclusive means small, poorly fitted or top-dose-only effect, or another doubt; inactive means no such curve, though single readings can be large; an effect the other way counts as inactive or inconclusive. Only part of the results is shown; rates above refer to the full screens.
# Value order: Akt phos inh	Nrf2 inh	MmCpn inh	A549 tox	EPAC2 antag	CCT chaperon mod	EPAC2 ag	Nrf2 activator	TGFb SMAD3 inh
> O=C(Nc1cccc(Cl)c1Cl)c1ccc(-c2ccccc2)cc1
    i	?	-5%	-10%	15%	0.2	0%	5.0%	-2%
> Cc1ccccc1OCC(=O)Nc1cccc(S(=O)(=O)NC2=NCCC2)c1
    i	?	-2%	-1%	-2%	-2.7	5%	0.0%	0%
> O=C(CN1CCCC1)Nc1sc2c(c1C(=O)Nc1ccccc1)CCCC2
    i	?	5%	2%	-3%	-2.3	-1%	0.0%	16%
> O=S(=O)(NCCc1ccccc1)c1ccc(Cl)nc1
    i	15%	-1%	3%	-13%	0.2	9%	-0.1%	1%
> Cc1cccc(OCC(=O)Nc2ccc3nc(Nc4cccc(Cl)c4)cc(C)c3c2)c1
    nt	-20%	nt	3%	nt	nt	nt	5.1%	?
> COc1cccc(N2C(=O)CC(N3CCN(CCN=CC4=C(O)CC(C)(C)CC4=O)CC3)C2=O)c1 (stereo not drawn)
    i	14%	-1%	2%	-2%	-0.2	6%	0.4%	5%
> Cc1ccc(C)c(NC(=O)c2cc(-c3cc(C)c(C)cc3O)n[nH]2)c1
    i	-21%	2%	-1%	6%	-2.8	8%	15%	?
> O=C(NCC1CCCO1)C1CCN(C2CCN(Cc3cccs3)CC2)CC1 (stereo not drawn)
    i	?	-1%	0%	20%	-3.5	2%	-1.2%	-22%
> CC1(C)S/C(=N/N=C/c2cccs2)NC1=O
    i	?	-2%	-2%	-9%	-8.0	-11%	10%	1%
> CN(c1ccc(C(=O)N2CCOCC2)cc1)S(C)(=O)=O
    i	3%	0%	2%	-3%	2.8	8%	0.4%	-5%
> NC(=O)NO
    i	-2%	-2%	-3%	5%	-1.9	-4%	0.0%	-7%
> O=S(=O)(Nc1ccc2c(c1)OCO2)c1ccc(F)c(F)c1
    i	10%	0%	1%	-16%	-0.8	17%	0.3%	-13%
> CC(=O)Nc1ccc(NC(=O)c2ccccc2C)cc1
    nt	7%	-1%	-1%	-4%	-1.1	-7%	1.9%	-5%
> COc1ccc(OC)c(CCNC(=O)CS(=O)(=O)Cc2nc(-c3ccccc3Cl)oc2C)c1
    i	?	2%	-14%	-12%	0.8	9%	-0.2%	-23%
> CC(C)(C)C1CCC(C(=O)OCC(=O)N2CCOCC2)CC1 (stereo not drawn)
    i	-3%	3%	0%	0%	-1.7	-5%	-0.1%	8%
> Cc1ccc(OCC(=O)NC(C)c2ccccc2)c([N+](=O)[O-])n1 (stereo not drawn)
    i	12%	0%	8%	-5%	-2.5	-3%	2.4%	15%
> CCN1CCN(CCC(=O)Nc2ccccc2C)CC1
    i	12%	-5%	-3%	-2%	3.2	2%	0.1%	-24%
> CCN(CC)c1ccc(S(=O)(=O)N2CCOCC2)cc1NC(=O)CN1C(=O)NC2(CCC(C)CC2)C1=O (stereo not drawn)
    i	-2%	1%	-2%	9%	2.2	3%	-0.4%	?
> Cc1c(Cl)cccc1NC(=O)CCS(=O)(=O)c1ccc(Br)s1
    nt	-15%	nt	-4%	nt	nt	nt	5.1%	-14%
> COC(=O)c1ccc(NN=Nc2ccc(C)cc2)cc1
    i	?	0%	-17%	-5%	-1.1	-6%	4.0%	7%
> Cc1cc(C(=O)COC(=O)c2ccc3c(c2)NC(=O)CS3)c(C)n1CC1CCCO1 (stereo not drawn)
    i	-12%	-1%	-3%	-5%	-0.9	1%	2.3%	?
> COc1ccc(CCNC(=O)CSc2nc3[nH]ncc3c(=O)n2-c2ccc(Cl)cc2Cl)cc1OC
    i	-5%	1%	-10%	-10%	-2.6	2%	0.0%	4%
> CCCOc1ccc(C(=O)NNC(=S)NC(=O)c2ccco2)cc1
    i	?	-2%	-22%	-1%	-3.2	2%	16%	-3%
> CCn1c(CNC(=O)c2ccc(OC)cc2)nnc1SCC(=O)c1ccccc1
    i	9%	-1%	-6%	0%	-45*	3%	-0.6%	0%
> CCOC(=O)c1cc2sccc2n1CC(=O)N1CCCc2ccccc21
    i	?	-1%	?	-6%	-1.6	25%	-0.4%	-13%
> Cc1nonc1NC(=O)CSc1cn[nH]n1
    i	9%	2%	1%	0%	-2.5	0%	-0.1%	-15%
> Cc1nc2c(-c3ccccc3)c(C)nn2c(C)c1CCC(=O)NCc1ccco1
    i	2%	0%	-1%	-5%	0.8	-13%	11%	2%
> CCn1c2ccccc2c2nnc(SCC(=O)NCc3cccs3)nc21
    i	-6%	1%	-3%	-1%	-1.9	6%	-0.4%	-10%
> Cn1c(=O)n(C)c2cc(N3CCOCC3)c(NC(=O)c3cccc(Cl)c3)cc21
    i	9%	-7%	3%	-3%	-3.8	2%	-0.8%	-1%
> CC1=C/C(=N\NC(=O)c2cccs2)CC(C)(C)C1
    i	17%	0%	0%	-21%	-0.4	-11%	2.6%	5%
> COc1ccc(C2=NN(C(=O)CCC(=O)O)C(c3ccccc3F)C2)cc1 (stereo not drawn)
    i	-6%	-2%	0%	11%	2.8	6%	-0.1%	2%
> O=C(Nc1nnc(Cc2ccccc2)s1)c1cccs1
    -82%*	?	?	-4%	9%	-12	7%	5.7%	4%
> COc1ccccc1NC(=O)CCC(=O)OCc1ccc(Br)cc1
    i	-7%	-3%	2%	-11%	1.4	7%	0.1%	4%
> CN1CCc2c(c3ccccc3n2C)C1
    i	-7%	1%	-2%	4%	-0.6	6%	-0.4%	5%
> Cc1coc2c1c(C)cc1oc(=O)c(CC(=O)N[C@H](C(=O)O)C(C)C)c(C)c12
    i	-7%	-4%	14%	-2%	0.8	3%	0.3%	-14%
> Cc1ccc(C)c(S(=O)(=O)N2CCN(C(=O)c3ccc(OCc4c(C)noc4C)cc3)CC2)c1
    i	?	3%	-3%	7%	1.4	8%	3.8%	-20%
> O=S(=O)(Nc1ccc(-c2nc3cccnc3s2)cc1)c1cc(F)ccc1F
    i	7%	-7%	-3%	-7%	-3.0	-3%	9.4%	?
> O=C(/C=C/c1cccc([N+](=O)[O-])c1)NCCSCc1c(Cl)cccc1Cl
    i	?	0%	-1%	4%	-1.2	12%	-0.3%	-5%
> Cc1cccc2cc(CN(Cc3ccc(F)cc3)Cc3nnnn3C3CCCC3)c(=O)[nH]c12
    i	-14%	3%	-8%	11%	-0.2	-15%	-0.8%	-3%
> CCN(CC)CCNC(=O)c1cn(CC)c2cc(N3CCN(C(=O)c4ccco4)CC3)c(F)cc2c1=O
    i	-19%	-2%	-7%	4%	0.7	2%	0.7%	-6%
> CC(=O)Nc1c(C(=O)Nc2ccc3c(c2)OCO3)oc2ccccc12
    i	?	-1%	0%	-5%	-1.0	13%	4.6%	-4%
> Cn1c(=O)c2c(ncn2CC(=O)OCC(=O)NCc2ccc(F)cc2)n(C)c1=O
    i	nt	nt	nt	-6%	1.2	4%	2.4%	6%
> CC1(C(=O)N2CCN(C(=O)c3ccco3)CC2)CC1(Br)Br (stereo not drawn)
    i	1%	2%	0%	1%	-2.1	3%	-0.7%	-5%
> Cc1cccc(OC(=O)c2cc(-c3ccc(Cl)cc3)on2)c1C
    nt	10%	nt	-3%	nt	nt	nt	-0.4%	3%
> CCOC(=O)c1cc(NC(=O)c2ccccc2)c(=O)n2c1oc1ccc(Cl)cc12
    nt	2%	nt	1%	nt	nt	nt	-0.7%	0%

# An excerpt from above, limited to CCT chaperon mod and Akt phos inh.
structure	CCT chaperon mod	Akt phos inh
COC(=O)c1ccc(NN=Nc2ccc(C)cc2)cc1	-1.1	i
CCN(CC)CCNC(=O)c1cn(CC)c2cc(N3CCN(C(=O)c4ccco4)CC3)c(F)cc2c1=O	0.7	i

# New compounds follow.
# Value order: Akt phos inh	Nrf2 inh	MmCpn inh	A549 tox	EPAC2 antag	CCT chaperon mod	EPAC2 ag	Nrf2 activator	TGFb SMAD3 inh
> COc1ccc(-c2csc3ncnc(Oc4ccc5c(C)cc(=O)oc5c4)c23)cc1
    i	7%	-2%	9%	16%	-1.7	2%	0.5%	13%
> COc1ccc(C2=NN(C(=O)CCC(=O)O)C(c3ccc(F)cc3)C2)cc1 (stereo not drawn)
    i	-28%	2%	-2%	1%	-2.4	3%	2.7%	8%
> COc1ccc([C@H]2/C=C\CN(S(C)(=O)=O)[C@@H](C)C(=O)N2Cc2ccc(F)cc2)cc1
    i	-17%	nt	-1%	2%	-2.5	9%	-0.5%	?
> COc1ccccc1C(=O)Nc1ccc2c(c1)OCCO2
    i	nt	1%	-8%	-7%	0.8	-2%	8.8%	46%[activator]
> Cc1cc(C)cc(OCC(=O)NNC(=O)c2ccccn2)c1
    i	10µM*	2%	-25%	2%	1.7	9%	0.2%	?
> CCOC(=O)C(C(=O)OCC)C(C#N)c1ccccc1 (stereo not drawn)
    i	?	1%	0%	-4%	-0.1	?	-0.5%	1%
> O=C(C1CCCC1)N1CCN(S(=O)(=O)c2ccc(F)c(F)c2F)CC1
    i	-3%	-1%	1%	4%	-2.0	10%	-0.7%	5%
> COc1ccc(CN(C(=O)CSc2nnc(-c3ccc(OC)c(OC)c3)o2)c2ccc(F)cc2)cc1
    i	?	-4%	15%	-1%	1.6	-1%	-0.7%	-8%
> O=C(NC1CCCCCCC1)C1c2ccccc2C(=O)N1Cc1ccco1 (stereo not drawn)
    i	nt	0%	-13%	2%	-1.3	-7%	-0.6%	22%
> O=C1N=C(N2CCc3ccccc3C2)S/C1=C\c1cccc(O)c1
    i	8%	0%	-3%	2%	-3.0	12%	3.3%	8%
> Cc1ccc(C(=O)NCCCN2CCOCC2)cc1S(=O)(=O)N1CCCCC1
    i	12%	1%	-3%	17%	-3.8	2%	-0.7%	5%
